# Source: PubChem BioAssay
# WT yeast gro inh – growth inhibition of WT yeast, mitochondrial fusion screen. inhibition, % at 10 µM. actives 2.1% (n = 190,000). AID 1362. mitochondrial fusion phenotypic screen, WT strain; in the data active = inhibition above about 58%; tested in S. cerevisiae
# Dynein transport – dynein cargo transport inhibition | 3617.4 mouse cells, GR-EGFP nuclear translocation imaging; test concentration mostly 20 µM; stimulated with dexamethasone, 1 µM; stronger effect = lower value | z-score, hits read low | actives 0.47% (n = 220,000);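 active = plate z-score of nuclear minus cytoplasmic receptor signal below a set negative limit, without overly bright fluorescence or cell loss, cut at about -3.5 in these data, passing the limit was not always enough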;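 note: z-score of nuclear minus cytoplasmic ring GR-EGFP intensity difference per well; some compounds called inactive have numbers as strong as hits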
#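 Schedule: 48 h induction, then 1 h compound, then 30 min agonist, 37 °C. Buffer or medium: tetracycline-free induction medium containing charcoal-stripped FBS. Reagent: 1.0 µM final dexamethasone stimulus. Evaluation: nuclear versus cytoplasmic GR-EGFP signal, averaged per well. Signal: high-content fluorescence imaging after fixation.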
# MT stabilize HCS – microtubule stabilization, imaging screen. HeLa tubulin immunostaining HCS, 24 h; share of cells brighter than vehicle mean+2SD. % tubulin-high responders, % at 10 µM. actives 0.83% (n = 200,000). AID 2205;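 active = plate Z-score above 3 for both tubulin-high and condensed-nucleus cell shares, with cell loss under 80%, at 10 µM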;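 note: anti alpha tubulin signal scored within the nucleus-defined area of each cell; some results filed as inactive read as strong as hits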
# Autophagy HCS – alters autophagy in cells; AID 463193; actives 0.98% (n = 190,000); MEF GFP-LC3 puncta imaging; test concentration mostly 10 µM; calls only at 10 µM (by protocol);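 active = percentage of spot-positive cells more than 3 SD above its plate mean, without a fluorescence outlier flag or 80% toxicity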;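 note: spot-positive cell cutoff set from DMSO-treated cells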
# XIAP antagonists – XIAP antagonists, biochemical, IAP family, fluorescence polarization (AID 1018); XIAP BIR domain, fluorescence polarization peptide displacement; higher % means a stronger effect; actives 0.007% (n = 200,000); displacement, % at 20 µM; hits with a dose series show IC50 in µM; in the data active = displacement above about 50%; note: a part of the inactive calls stands beside numbers as strong as those of hits
# b-catenin transl – alters nuclear translocation of beta-catenin in HeLa cells. immunofluorescence imaging. nuclear translocation activity, % at 5 µM. actives 0.3% (n = 190,000). AID 1665;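 active = nuclear translocation activity above 50% at 5 µM, with a well cell count of 50 or more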;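 note: per-cell ratio of nuclear to cytoplasmic median beta-catenin stain intensity; plate controls were DMSO negative control for no effect and GSK-3 inhibitor IX positive control for full effect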
#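 System: Human HeLa cells, endogenous beta-catenin | Compound dosing: 5 µM primary, 0.02–20 µM confirmation | Timing: 24 h compound exposure at 37°C, 5% CO2 | Measured by: Fluorescence imaging of beta-catenin antibody stain plus DAPI | Read-out basis: % activation of per-cell nuclear versus cytoplasmic median beta-catenin signal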
# ER stress rescue – protection against thapsigargin-triggered cell killing – 384-well, CSM14.1, ATP luminescence, primary screen (AID 1222) | CSM14.1 thapsigargin-induced death rescue, ATP luminescence; higher % means a stronger effect | cellular ATP content (survival), % at 20 µM, or EC50 in µM where a hit was titrated | 190,000 tested, under 10 active;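 active = EC50 below 50 µM in the dose-response confirmation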;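 note: death triggered by thapsigargin at about 15 µM added after 2 h compound pretreatment; cell ATP read after overnight thapsigargin exposure of roughly 18 to 22 hours; normalized against plate controls of thapsigargin alone and 5% DMSO vehicle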
# Lipid droplet – hepatic lipid droplet formation modulation | AML12 mouse hepatocytes, oleate lipid droplets, BODIPY imaging | inhibition, % at 6.5 µM | actives 0.4% (n = 240,000) | AID 1656;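 active = lipid droplet intensity inhibited by at least 50%, with more than 500 cells counted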
#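 Test system: AML12 hepatocytes (mouse); reagent: oleate loading, 100 µM; dosing: one dose, 6.5 µM compound; incubation: overnight exposure; signal: fluorescence imaging, 20x objective, two fields per well; read-out basis: % inhibition of corrected integrated BODIPY droplet signal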
# Insulin prom up – MIN6 insulin promoter up-regulation; MIN6 insulin promoter-GFP reporter, high-content imaging; stronger effect = higher value; actives 0.3% (n = 190,000); z-score at 5 µM;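 active = z-score above 3 at 5 µM with at least 500 cells counted in the well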
# WT yeast gro inh mutant strain – further read-out of WT yeast gro inh, marked with its call; inhibition, %; mitochondrial fusion phenotypic screen, mutant strain inhibition
# Dynein transport cytoplasmic EGFP – recorded beside Dynein transport, whose call it bears; z-score; measured here: cytoplasmic GR-EGFP intensity; stronger effect = higher value
# Dynein transport nuclear GR-EGFP – also measured in Dynein transport; calls as there; z-score; measured here: nuclear GR-EGFP intensity;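 lower value marks the stronger effect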
# Dynein transport cell count – recorded beside Dynein transport, whose call it bears; z-score; measured here: cell count per field
# Insulin prom up cell count – recorded beside Insulin prom up, whose call it bears; cell count; measured here: cytotoxicity, nuclei count;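 total cells summed across four imaged fields per well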
# Lipid droplet cells 6.5 µM – also measured in Lipid droplet; calls as there; cell count; measured here: cell count, cytotoxicity flag;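 cells counted across two imaged fields per well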
# b-catenin transl cell count 5 µM – further read-out of b-catenin transl, marked with its call; cell count; measured here: cell count, cytotoxicity flag
# MT stabilize HCS Hoechst-high % – further read-out of MT stabilize HCS, marked with its call; % Hoechst-high responders; measured here: nuclear condensation Hoechst responders;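 share of cells brighter than vehicle mean plus two SD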
# MT stabilize HCS cytotoxicity % – further read-out of MT stabilize HCS, marked with its call; toxicity, %; measured here: cytotoxicity by cell density;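 0% = mean cell density of plate MIN control wells and 100% = no cells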
# Autophagy HCS cell loss 18 h – further read-out of Autophagy HCS, marked with its call; toxicity, %; measured here: cell loss, nuclei count;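 cell loss after 18 h compound exposure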
# Active calls of the source: *; i = inactive; · = no result given. Compounds were not picked by outcome (roughly 4% active in at least one column).
SMILES,WT yeast gro inh,WT yeast gro inh mutant strain,Dynein transport,Dynein transport cytoplasmic EGFP,Dynein transport nuclear GR-EGFP,Dynein transport cell count,MT stabilize HCS,MT stabilize HCS Hoechst-high %,MT stabilize HCS cytotoxicity %,Autophagy HCS,Autophagy HCS cell loss 18 h,XIAP antagonists,b-catenin transl,b-catenin transl cell count 5 µM,ER stress rescue,Lipid droplet,Lipid droplet cells 6.5 µM,Insulin prom up,Insulin prom up cell count
Cc1nn(CCC#N)c(NC(=O)c2ccccc2)c1P(=O)(Nc1ccc(Br)cc1)N1CCOCC1 (stereo not drawn),-10,-1,-0.43,-0.27,-0.27,0.65,6.9,1.9,9.8,i,0,-8.8%,-1.7,1079,0.2%,2,724,0.52,1226
CCCn1nc(NC(=O)c2ccco2)c2cc3ccc(C)cc3nc21,·,·,·,·,·,·,·,·,·,·,·,-15%,1.8,1176,-2.9%,-25,722,-0.04,814
Cc1ccc([N+](=O)[O-])cc1N=Cc1ccc(Br)s1,4,-49,-0.94,-0.22,-0.46,2.1,1.5,1.6,10,i,-3,-0.9%,-2.6,1231,0.2%,-3,702,·,·
COc1ccc(COCC(CC(C)C)N2CCN(C(=O)c3cccc(C(F)(F)F)c3)CCC2=O)cc1 (stereo not drawn),5,-17,-0.17,-0.077,0.24,1.1,3.3,1.7,8.3,i,11,-9.0%,·,·,-1.7%,-16,711,·,·
C(=C\c1nc2ccccc2[nH]1)/c1ccccc1,27,13,-0.78,-0.2,-0.65,0.5,41*,35*,34*,i,2,-5.0%,·,·,-10%,·,·,·,·
Cc1ccc(-c2c[n+](CC(=O)Nc3cc(=O)n(C)c(=O)n3C)c3n2CCC3)cc1,-3,9,-0.11,-0.24,0.14,0.071,3.8,4.0,3.6,i,-6,-1.7%,-1.3,959,-2.0%,-15,596,-0.1,1379
COC(=O)c1sccc1NC(=O)c1cccc(OC)c1,3,19,-0.23,-0.061,0.23,-0.091,1.4,1.4,11,i,-7,-0.8%,·,·,-0.7%,-2,689,-0.63,915
O=C(NNC(=O)c1ccncc1)NC1CCCCC1,1,-18,0.44,-0.37,0.53,0.84,·,·,·,i,-14,-9.0%,-2.3,996,-2.1%,1,702,0.09,1450
CC(=O)Nc1nc2c(c3c1c(=O)oc1ccccc13)CC(C)CC2 (stereo not drawn),10,-2,0.25,-0.027,0.18,-0.35,3.4,1.9,3.0,i,-1,-2.9%,-2.4,1015,-2.8%,-10,753,1.2,1132
O=S(=O)(Nc1nc2ccccc2nc1NCc1ccco1)c1cccs1,17,11,-0.6,-0.24,-0.1,0.5,2.6,3.2,13,i,1,-3.8%,-1.1,1100,-2.8%,-4,642,0.37,1843
O=C(CSc1nc2ccccc2n1CC(=O)N1CCCC1)N1CCN(C(=O)c2ccco2)CC1,-11,-10,0.79,-0.19,0.27,-0.69,3.3,2.4,5.3,i,-1,-4.6%,-1.3,541,-1.3%,7,716,·,·
O=C1c2cc(Cl)ccc2OC2(CCNCC2)C12CC(c1ccc(Cl)cc1)=NO2 (stereo not drawn),·,·,-0.56,-0.55,-0.086,-0.22,·,·,·,·,·,·,-0.8,1305,·,3,639,1.4,726
O=C(OCc1c(F)cccc1Cl)c1cnccn1,-8,-7,-0.089,-0.29,0.23,1.5,1.9,0.9,11,i,-4,2.3%,-1.1,1133,-2.9%,3,632,0.41,1932
COC(=O)COc1ccc(S(=O)(=O)N2CCc3ccccc3C2)cc1,7,-8,-0.12,-0.016,0.09,0.47,1.2,1.8,5.8,i,6,-2.0%,1.0,1062,2.8%,-1,777,-0.06,936
c1ccc(Cn2nnnc2CN2CCN(Cc3ccc4c(c3)OCO4)CC2)cc1,3,-42,-0.48,-0.22,-0.15,0.37,2.3,2.4,12,i,-4,-0.8%,-2.4,1142,-1.4%,·,·,-1.3,1224
CC(C)N(C(=O)COC(=O)CNC(=O)c1ccc(Br)cc1)c1ccccc1,0,-8,-0.38,-0.017,-0.15,-0.041,2.5,2.2,11,i,5,1.7%,0.1,1121,3.1%,0,547,-0.13,1484
CCn1c2ccccc2c2cc(NC(=O)COC(=O)c3cc(S(=O)(=O)N4CCCCC4)ccc3Cl)ccc21,-6,-11,0.87,-0.047,1.4,-1.8,1.9,1.8,1.8,i,4,3.4%,0.7,958,0.7%,16,391,0.67,1351
O=C(O)CN1C(=O)c2ccc(Oc3cccc4c3C(=O)N(CC(=O)O)C4=O)cc2C1=O,1,-35,-1,0.051,-0.22,0.62,2.2,1.3,6.2,i,34,-6.7%,5.3,1144,4.5%,11,753,0.14,885
COc1ccc(CSCCc2n[nH]c(=S)n2-c2ccccc2)cc1C,52,20,-1.6,-0.28,-0.11,0.41,4.1,2.3,8.5,i,9,-11%,-4.4,952,-1.0%,-15,688,-0.65,1734
CCOC(=O)c1ccc(N=c2scc(C)n2CC)cc1,23,-3,-1.1,-0.34,-0.61,1.6,8.1,0.7,11,i,5,-0.7%,2.5,1086,-0.9%,4,673,-1.3,1385
O=C(O)c1ccccc1-c1nc2ccccc2c(=O)n1O,-12,2,-0.63,-0.13,-0.36,0.057,2.1,2.5,6.7,i,-8,-3.3%,0.4,1083,·,-2,726,-0.07,1326
Cc1ccccc1C(=O)Nc1cccc(-c2nnc(SCC(=O)O)n2C)c1,10,-4,0.041,-0.17,-0.004,0.2,1.6,2.9,9.8,i,44,-1.2%,0.4,1149,-0.8%,2,758,-0.56,945
CCOc1c2ccc(C(=O)NCc3ccc(OC(F)(F)F)cc3)cc2nn1CC,-3,-21,-0.23,-0.18,0.32,0.23,3.3,2.1,6.8,i,-15,-8.0%,-3.2,1433,0.8%,·,·,2.7,1147
O=C(Nc1cc(=O)[nH]c2nc(-c3ccccc3)nn12)c1ccc(Cl)cc1,·,·,0.12,-0.25,0.56,-0.17,·,·,·,·,·,·,0.3,1273,·,2,799,0.09,1031
CC(Sc1nnc(C(C)N(C)C)n1-c1ccc(Cl)cc1)C(=O)Nc1ccc2c(c1)OCO2 (stereo not drawn),-2,-1,0.86,-0.18,1.5,-0.79,2.7,1.4,4.5,i,20,-19%,-0.5,1432,-0.4%,·,·,-0.01,1695
COc1cc2c(cc1NCc1ccc3c(c1)OCO3)oc1ccccc12,13,7,-0.077,-0.28,-0.44,0.7,3.6,2.0,11,i,-9,-6.8%,4.3,1107,-2.3%,11,706,-0.26,1213
N#Cc1c(NC(=O)C2CCCO2)sc2c1CCCCC2 (stereo not drawn),-8,13,0.62,-0.27,0.55,-0.42,1.7,2.6,4.7,i,-3,-6.2%,-1.0,1045,·,6,698,0.11,1228
CCOc1ccc2nc(SCc3ccc(CC(=O)O)cc3)c(C#N)cc2c1,-15,2,-0.44,-0.04,-0.35,0.28,1.1,1.1,0.7,i,-6,-6.2%,-1.4,1482,0.1%,-3,665,-0.41,1547
Cc1cc2nc(SCCN3CCCC3)[nH]c2cc1C,10,7,-0.36,-0.2,0.56,0.55,2.4,2.4,5.7,i,3,-0.3%,-0.5,1203,-0.9%,·,·,-0.93,1014
CC1CCCC(C)N1S(=O)(=O)c1ccc(NC(=O)CCn2cnc3ccccc3c2=O)cc1 (stereo not drawn),-6,-14,-0.094,-0.24,0.13,0.52,1.7,0.9,5.3,i,-11,-3.3%,3.2,1012,6.9%,-14,793,·,·
Nc1cc(Cl)c(N)cc1Cl,-1,0,1.8,-0.2,0.76,-0.69,1.7,1.6,13,i,6,-1.4%,0.3,1125,1.7%,·,·,-1.1,932
CC(OC(=O)c1ccco1)C(=O)Nc1ccc(Cl)cn1 (stereo not drawn),-9,11,-0.89,-0.26,0.016,0.44,6.1,4.0,2.9,i,13,-4.6%,-3.1,1076,-0.7%,-4,674,-0.4,1066
CN(C(=O)NC(=O)C1=C(N2CCOCC2)/C(=C/c2ccccc2)CC1)S(C)(=O)=O,-1,6,-0.99,-0.099,-0.54,0.15,1.7,0.7,5.5,i,10,-5.8%,0.1,753,0.8%,·,·,-0.46,1084
Cc1cc(C(=O)Nn2cnnc2)cs1,-2,15,-0.99,-0.26,-0.44,0.3,3.5,1.9,5.1,i,9,-3.2%,-9.0,1256,1.4%,0,739,-0.47,1225
c1ccc(-c2nn3c(C4CCCCC4)nnc3s2)nc1,-1,-14,0.68,-0.092,0.59,-0.3,5.5,2.3,12,i,-4,-2.4%,-0.5,1173,-0.3%,·,·,0.1,1033
COC(=O)C(O)(CC(=O)Nc1ccc(OC(F)(F)F)cc1)C(F)(F)F (stereo not drawn),-2,7,0.15,0.13,0.07,0.78,2.3,1.7,3.9,i,6,-1.0%,0.8,1032,-3.4%,14,728,-0.17,1316
